Screening results: PubChem, National Center for Advancing Translational Sciences (NCATS)
AmpC detergent = blocks E. coli AmpC beta-lactamase in detergent assay | P00811 | AID 485294 | AmpC hydrolysis of nitrocefin, absorbance 480 nm, 0.01% Triton | 0.041% of 370,000 active | Potency, µM (doses to about 114 µM), for the others: at the highest dose activity change, negative = inhibition, actives largely listed as inhibitors;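 note: potency is the fitted concentration of half-maximal effect; 0% = no-compound wells and -100% = no-enzyme wells; nearly all actives have a fitted effect of over 25% in size; some results filed as inactive show a strong effect at the top dose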
Target sequence (P00811 whole entry, looked up): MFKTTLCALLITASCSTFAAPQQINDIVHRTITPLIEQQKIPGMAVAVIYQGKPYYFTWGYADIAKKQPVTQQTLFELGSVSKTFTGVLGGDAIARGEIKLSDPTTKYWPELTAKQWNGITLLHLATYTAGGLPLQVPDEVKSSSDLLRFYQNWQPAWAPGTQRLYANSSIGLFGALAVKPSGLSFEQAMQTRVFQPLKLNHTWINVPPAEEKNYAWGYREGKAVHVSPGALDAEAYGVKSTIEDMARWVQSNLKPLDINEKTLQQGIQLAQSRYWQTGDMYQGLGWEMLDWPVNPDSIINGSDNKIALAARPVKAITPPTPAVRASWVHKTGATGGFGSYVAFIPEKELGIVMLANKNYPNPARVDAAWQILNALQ
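20 mM phosphate pH 7.0 + 0.01% (detergent screen) or 0.0001% Triton X-100; 5.3 nM AmpC reagent; cpd preinc 15 min RT; nitrocefin (800 uM stock) to start; A480 q20 s × 4 min; Activity was normalised to no-enzyme and no-compound control wells.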
HCV inhibitor = blocks hepatitis C virus; Huh7.5.1 HCVcc-Cre infection, luciferase reporter, 44 h; 3.4% of 340,000 active; Potency, µM (highest dose often 41.8 µM), for inactives: top-dose activity change, negative = inhibition, hits mostly inhibitors; note: potency is the fitted concentration of half-maximal effect
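Infectious HCVcc-Cre (~0.5 moi) was added to cells just after compound, with cells seeded 4 h earlier at 1,000 per well. Luciferase activity after 44 h culture reported infection; substrate was incubated 15 min at room temperature before reading.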
HCMV inh = inhibitors of human cytomegalovirus | HFF cells, HCMV-luciferase reporter, 72 h; active compounds read low | activity change, negative = inhibition, % at 57.5 µM | 4.5% of 410,000 active | AID 1259415; in the data active = activity change below about -60%; inconclusive = no clear call, values can overlap the other calls; inactive = above about -39%
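Compounds were evaluated in HFFs infected with an HCMV luciferase reporter virus (MOI 1 PFU/cell). Luciferase in lysates collected 72 h post infection served as the replication measure.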
Sm TGR block = S. mansoni TGR enzyme inhibition | purified TGR, DTNB reduction, TNB absorbance 405 nm | AID 485364 | Q962Y6 | 3% of 360,000 active | Potency, µM (titrated, usually from 114 µM), for inactives: top-dose activity change, negative = inhibition, hits mostly inhibitors; note: potency is the fitted concentration of half-maximal effect; nearly all actives have a fitted effect of over 60% in size
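TGR 20 nM + NADPH 100 uM (dispensed conc.), cpd preinc 15 min RT; start with NADPH (500 uM addition) then DTNB (15 mM addition). Kinetic TNB absorbance, 405 nm filter. Four-parameter Hill fit across titration.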
Giardia FBPA inh = Giardia lamblia aldolase inhibition. Potency, µM (highest dose often 59.6 µM), for the others: at the highest dose activity, negative = inhibition, usual class: inhibitors. 0.71% of 290,000 active. purified Giardia FBPA. AID 2451; note: potency is the fitted concentration of half-maximal effect; nearly all actives have a fitted effect of over 55% in size
Target sequence (A8B2U2 whole entry, looked up): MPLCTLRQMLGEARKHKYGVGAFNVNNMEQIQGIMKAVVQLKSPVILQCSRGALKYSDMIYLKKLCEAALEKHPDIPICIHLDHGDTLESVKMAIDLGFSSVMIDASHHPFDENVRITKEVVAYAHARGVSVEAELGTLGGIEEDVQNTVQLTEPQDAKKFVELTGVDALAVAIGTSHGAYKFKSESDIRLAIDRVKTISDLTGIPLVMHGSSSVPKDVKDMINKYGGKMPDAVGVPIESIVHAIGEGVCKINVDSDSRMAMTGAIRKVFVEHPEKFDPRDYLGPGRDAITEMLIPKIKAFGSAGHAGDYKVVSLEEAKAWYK
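Giardia FBPA (40 nM reagent) was preincubated 10 min at RT with compound (up to 57.5 uM final), then substrate plus GAPDH/TPI/NAD/arsenate coupling system with diaphorase/resazurin was added; resorufin fluorescence (525/598 nm) was read after 20 min.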
AMA1 RON2 block = AMA1-RON2 (P. falciparum) interaction inhibition; AlphaScreen AMA1-biotinylated RON2 peptide binding; Potency, µM (titrated, usually from 58.2 µM), without a hit: at the highest dose activity change, negative = inhibition, actives largely listed as inhibitors; 0.2% of 360,000 active;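 note: potency is the fitted concentration of half-maximal effect; 0% = vehicle wells and -100% = peptide control; nearly all actives have a fitted effect of over 45% in size; some results filed as inactive show a strong effect at the top dose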
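AMA1 (3D7) with his tag at 25 nM final met compounds first, then biotinylated RON2 peptide at 25 nM; detection used donor plus acceptor beads, 10 µg/mL apiece, read by AlphaScreen after 30 min at room temperature.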
* = called active by the depositor; ? = inconclusive; / = not tested or not shown; & = joins results of further samples; ! = not confirmed by another sample; [ ] = another dose, or the depositor's remark. Unless noted, calls come from the whole dose curve; as a rule, active = well fitted curve in the direction sought with a large enough effect; inconclusive = small, poorly fitted or top-dose-only effect, or another doubt; inactive = no such curve, though single readings can be large; an effect the other way counts as inactive or inconclusive. Unless noted, % is set by controls: 0 for no effect and ±100 for the full control effect.

SMILES | AmpC detergent | HCV inhibitor | HCMV inh | Sm TGR block | Giardia FBPA inh | AMA1 RON2 block
CC(=O)N1CCCc2cc(S(=O)(=O)N3CCCC(C(=O)NCc4ccc(C)cc4)C3)ccc21 (centres undefined) | -10.6%&5.9% | ? | -72.4*! | 29.3%&2.3% | 3.6% | 12.1%
CCOc1ccccc1C(=O)Nc1cc2c(cc1C)n(C)c(=O)c(=O)n2C | 1.7% | / | -0.6 | 0.5% | / | /
COC(=O)N1CCCc2cc(S(=O)(=O)NCc3ccccc3)ccc21 | -3.5% | / | 8.2 | -7.3% | / | /
Cc1ccc(S(=O)(=O)c2nc(-c3cccc(Cl)c3)oc2NCc2ccccc2)cc1 | -0.1% | / | 14.7 | -3.4% | / | /
O=S(=O)(NCc1cc(-c2ccccc2)no1)c1ccc(Cl)cc1 | 1.2% | 6.2% | 19.6 | 15.6% | 0.6% | 2.5%
CCCOc1ccc(N/C=C/C(=O)C(C)(C)C)cc1 | -3.7% | 3.9% | -39.8 | 3.9% | -3.4% | -0.3%
CCOC(=O)c1cc(-c2ccccc2)n(CC2CC(c3ccc(OC)cc3)=NO2)n1 (centres undefined) | -4.4% | ? | -4.2 | -0.3% | 3.1% | -9.3%
COc1ccc(N=Cc2c(O)n(-c3cccc(C)n3)c(=O)c3ccccc23)c(OC)c1 | 2.0% | ? | -25.5 | 12.0% | 1.4% | 8.5%
CCc1cccc(C)c1NC(=O)CCCN1C(=O)CN(C)C1=O | -4.5% | 30.8%[activator] | -14.9 | -0.3% | / | 1.1%[11.6 µM]
O=[N+]([O-])c1cccc(C(=Nc2ccc(Cl)cc2)NO)c1 | ? | -12.7% | 122.4 | -26.4% | -2.7% | 11.6%
Cc1cc(OCCCn2cnc3ccccc3c2=O)ccc1[N+](=O)[O-] | -14.8% | 0.6% | -7.3 | -2.9% | 0.1% | -16.2%
COc1cccc(-c2nn(-c3ccccc3)cc2CN2CCCO2)c1 | 1.7% | -15.8% | -35.4 | 1.9%[57.1 µM] | -1.1% | -9.2%
CCc1cc2c(cc3c(=O)n(CC(=O)NC(C)c4ccccc4)ncn32)s1 (centres undefined) | -1.7% | / | -9.3 | 0.4% | / | /
COC(=O)c1cccnc1-n1c(=O)c2cccnc2n(CC(=O)Nc2cccc(C)c2)c1=O | 14.8% | / | 13.2 | 7.7% | / | /
C1CCN=C(NC23CC4CC(CC(C4)C2)C3)CC1 | ? | -7.7%[0.335 µM] | / | 1.1% | -3.1% | /
CN(c1ccc(C(=O)Nc2ccc(F)cc2F)cc1)S(=O)(=O)c1ccccc1 | 2.9% | ? | -32.7 | 3.3% | / | -7.7%
O=C(N/N=C/c1ccc(Cl)cc1Cl)Nc1ccccc1 | 1.4% | 5.9% | -2.0 | 8.8% | 1.7% | -6.4%
O=C(CN(C(=O)c1csnn1)c1cccc(F)c1)NCc1ccc2c(c1)OCO2 | -10.2% | 1.9% | 15.6 | -8.2% | -6.2% | 0.0%
Cc1ccc(CNC(=O)C2C3C=CC(C3)C2C(=O)O)cc1 (centres undefined) | -1.0% | 7.0% | 33.9 | -0.7% | 6.0% | 9.7%
N#C/C(=N\Nc1ccc(F)cc1)C(=N)N1CCCCC1 | 2.2% | -18.0% | 118.9 | -3.6% | -21.4% | 4.0%
O=C1NC(=S)S/C1=C/c1ccc(N2CCOCC2)o1 | 10.8% | ? | / | 3.55µM* | ? | 1.8%
O=C(NCc1csc(-c2cccs2)n1)C1CCC1 | 2.1% | -7.1% | 48.3 | 0.5% | -3.2% | -6.0%
Cc1cc(OCC(=O)NCc2cccnc2)c2c(C)c(Cc3ccccc3)c(=O)oc2c1 | -10.4% | ? | 12.1 | -4.4% | 18.8% | -7.7%
C=C(C)C1CC=C(C)/C(=N/NC(=O)c2ccc(NC(=O)CC)cc2)C1 (centres undefined) | 0.3% | -3.2% | 16.1 | -5.6% | -1.5% | 13.4%
O=C(Nc1nnc(CC2=CCCCC2)s1)c1cccs1 | -0.6% | -7.8% | 68.0 | -7.0% | 10.0% | -1.1%
SMILES | AmpC detergent | HCV inhibitor | HCMV inh | Sm TGR block | Giardia FBPA inh | AMA1 RON2 block
Cc1ccc(C2N(C)C(=O)c3ccccc3N2C)cc1 (centres undefined) | ? | ? | 7.9 | 6.3% | 11.3% | -5.1%
COc1ccc(Nc2oc(-c3ccc(COc4ccccc4)o3)nc2C#N)cc1 | 21.0% | / | -27.2 | -2.6% | / | /
S=c1cnc2ccccc2[nH]1 | 5.2% | 23.4% | 30.9 | / | -10.8% | 31.8%[activator]
CCOC(=O)c1oc2ccc(CNCCO)c(Cl)c2c1C | ? | -3.3% | 135.8 | -0.8% | -0.9% | -9.3%
CC1Sc2ccc(S(=O)(=O)CCC(=O)Nc3ccccc3Cl)cc2NC1=O (centres undefined) | -4.3% | -25.6% | 2.1 | -25.6% | / | -2.5%
Cc1ccc(NC(=O)CSc2nc(O)c(Cc3ccccc3)c(=O)n2-c2ccccc2)cc1 | -7.5% | 2.0% | -18.6 | -1.1% | 9.1% | 5.6%
CCOC(=O)CCCNC(=O)COC(=O)CCC(=O)c1ccc(F)cc1 | -13.3% | 6.5% | 10.7 | -24.3%[11.4 µM] | 6.4% | -2.1%
CCN1CCN(CC(=O)Nc2ccc(S(=O)(=O)N3C(C)CCCC3C)cc2)CC1 (centres undefined) | 3.2% | 16.5% | -99.4* | 3.0% | / | -2.0%
CN(C(=O)CSc1nnc(-c2ccccc2)n1C)C1CCS(=O)(=O)C1 (centres undefined) | -0.6% | 20.2% | -0.8 | 1.8% | 0.9% | 4.5%
Cc1ccc(S(=O)(=O)N[C@@H](CO)C(=O)N[C@@H](Cc2ccc(O)cc2)C(=O)O)cc1 | -13.0% | 10.7% | -12.1 | -0.5% | 7.7% | 5.5%
O=C(CSc1nnc(COc2ccccc2)o1)N1CCCCC1 | ? | 6.6% | -18.5 | 6.9% | 2.7% | -10.5%
CCOC(=O)CSc1ncnc2c1nnn2-c1ccc(F)cc1 | -10.6% | 8.8% | -7.5 | 4.4% | -1.4% | -4.5%
CCN1/C(=C2/OC(=S)N(C)C2=O)Sc2ccccc21 | 0.5% | 12.0% | 27.4 | -1.0% | 4.6% | 0.0%
CCCCN(C)CCNC(=O)c1ccc2c(=O)n(CCc3ccccc3)c(=O)[nH]c2c1 | 4.7% | / | 4.5 | 3.5% | / | /
CCCCCC(=O)Nc1ncc2c(n1)CC(c1cccs1)CC2=O (centres undefined) | -6.4% | -0.4% | ? | 10.3% | 7.0% | 3.6%
CC(NCC1COc2ccccc2O1)C(=O)NCc1ccccc1 (centres undefined) | -3.6% | 16.5% | 28.5 | -9.1% | ? | -17.3%
CC(=O)NNC(=O)C(O)(c1ccccc1)c1ccccc1 | 0.1% | 15.4% | -10.8 | 17.1% | -0.4% | 13.5%
Nc1nc(-c2cccnc2)nn1C(=O)c1ccc(F)cc1 | 1.0% | 9.2% | -18.3 | 11.7% | 3.8% | 12.5%
COc1ccc(-c2onc(C)c2C)cc1S(=O)(=O)NCCc1ccco1 | -1.5% | -28.5% | 0.0 | -19.4% | / | -3.1%
C=CCOc1c(Br)cc(/C=N/O)cc1OCC | ? | ? | -9.9 | 1.4% | -14.8% | 3.2%
CC(C)c1ccc(C2N3CC4(C)CN2CC(c2ccccc2)(C3)C4=O)cc1 (centres undefined) | -9.0% | / | -2.8 | 0.2% | / | /
COc1ccc(C)cc1S(=O)(=O)N1CCN(C/C=C/c2ccccc2)CC1 | ? | ? | 13.3 | -19.1% | / | ?
COCCNC(=S)N1CCN(C/C=C/c2ccccc2)CC1 | -3.6% | 5.9% | -5.3 | -4.7% | 1.1% | -8.0%
COc1ccc(C(=O)Oc2ccc(F)cc2C(=O)/C=C/c2ccc(OC)c(OC)c2)cc1 | -21.6% | -11.6% | ? | -1.2% | -5.8% | -3.1%[2.32 µM]
Cn1cnc([N+](=O)[O-])c1Sc1ncn[nH]1 | 2.9% | 6.3% | -6.6 | 2.82µM* | -17.6% | -11.2%

Whole records as entered above. Screens in order: AmpC detergent | HCV inhibitor | HCMV inh | Sm TGR block | Giardia FBPA inh | AMA1 RON2 block
COc1ccc(Nc2oc(-c3ccc(COc4ccccc4)o3)nc2C#N)cc1 is entered as 21.0% | / | -27.2 | -2.6% | / | /
CCOC(=O)CCCNC(=O)COC(=O)CCC(=O)c1ccc(F)cc1 is entered as -13.3% | 6.5% | 10.7 | -24.3%[11.4 µM] | 6.4% | -2.1%
CCN1CCN(CC(=O)Nc2ccc(S(=O)(=O)N3C(C)CCCC3C)cc2)CC1 (centres undefined) is entered as 3.2% | 16.5% | -99.4* | 3.0% | / | -2.0%

Ordered by molecular weight (low to high): some entries from above
SMILES | AmpC detergent | HCV inhibitor | HCMV inh | Sm TGR block | Giardia FBPA inh | AMA1 RON2 block
CCOC(=O)c1oc2ccc(CNCCO)c(Cl)c2c1C | ? | -3.3% | 135.8 | -0.8% | -0.9% | -9.3%
CCOC(=O)CSc1ncnc2c1nnn2-c1ccc(F)cc1 | -10.6% | 8.8% | -7.5 | 4.4% | -1.4% | -4.5%
CN(C(=O)CSc1nnc(-c2ccccc2)n1C)C1CCS(=O)(=O)C1 (centres undefined) | -0.6% | 20.2% | -0.8 | 1.8% | 0.9% | 4.5%

The list goes on.
SMILES | AmpC detergent | HCV inhibitor | HCMV inh | Sm TGR block | Giardia FBPA inh | AMA1 RON2 block
CC(C)(O)C1=NOC(c2ccccc2)C1 (centres undefined) | -14.5% | -1.5% | 29.1 | -9.9% | -5.0% | 5.5%
Nc1nonc1-n1nnc(C(=O)N/N=C/c2ccccn2)c1-c1ccccc1 | 2.1% | 9.1% | 0.3 | -1.7% | 21.2% | 68.5%[activator]
Cc1cc(Cl)ccc1OCC(=O)NNC(=O)c1ccc(=O)[nH]c1 | / | 16.6% | 42.8 | / | / | 80.5%[activator]
COC(=O)c1cc(C(=O)Nc2ccc(S(=O)(=O)NC(C)(C)C)cc2)cc([N+](=O)[O-])c1 | -10.4% | -9.0% | 105.2 | -5.7% | -11.5% | -0.4%
CCCC(C)NC(=O)CSc1nc(-c2ccccc2)cn1N (centres undefined) | 2.6% | 13.4% | 5.4 | 7.7% | 2.5% | -11.6%
COC(=O)c1cc(S(=O)(=O)N(C)Cc2ccco2)c[nH]1 | 1.5% | 5.3% | 37.5 | 2.0% | 4.2% | 5.2%
O=[N+]([O-])c1cccnc1N1CCN(Cc2ccc3c(c2)OCO3)CC1 | -14.5% | 2.3% | -15.9 | 4.2% | ? | ?
Cc1cc(C)nc(Nc2nc(-c3ccccc3)cs2)n1 | -11.9% | ? | 89.9 | 48.7%[activator] | 6.6% | -11.9%
Cc1noc(C)c1-c1ccc2ncnc(NCc3cccc(-c4ccccc4)c3)c2c1 | ? | / | / | 0.4% | 5.7% | /
CCOC(=O)c1cc(NC(=O)CSCCO)ccc1Cl | 2.1% | -11.3% | -19.1 | -1.8% | -11.8% | -15.3%
O=C(Nc1ccc(C(F)(F)F)cc1)c1csc(-c2ccncc2)n1 | -7.4% | -1.9% | 48.6 | -3.5% | -9.9% | 8.2%
O=C(c1cccc(S(=O)(=O)N2CCN(c3ccc(F)cc3)CC2)c1)N1CCCC1 | / | -1.2% | -22.9 | / | / | 10.4%
